TROY NFkB inh – inhibitors of TROY-driven NF-kB signaling, primary screen, Q293 LMP1-TROYcd cells, NF-kB luciferase, uHTS. Q293 LMP1-TROYcd NF-kB luciferase reporter, 4 h. inhibition, % at 10 µM. 0.98% of 360,000 active. AID 1347056, 2019;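 active = compounds whose plate-normalised and pattern-corrected inhibition of the luciferase reporter signal at the single screening dose is 50% or more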
C8 TRAIL sens – viability loss with TRAIL in NB7+C8 cells, primary screen, TRAIL sensitizer project, cell-based, ATPlite luminescence | AID 624354, 2012 | inhibition (viability loss, TRAIL sensitization), % at 10 µM | 1% of 360,000 active;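 active = compounds causing at least 50% loss of cell viability in the single-dose screen, relative to plate controls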
NR2F2 inh – NR2F2 transcriptional activity inhibitors, primary screen, cell-based, luciferase reporter, HEK293T, luminescence; COUP transcription factor 2 (Homo sapiens), P24468; HEK293T NGFI-A luciferase reporter; inhibition, % at 8.6 µM; 0.7% of 370,000 active; AID 686940, 2013;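 active = inhibition above a per-plate cutoff, mean inhibition of test wells between control levels plus 3 SD, cut at about 38% in these data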;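 also: cells cotransfected with COUP-TFII expression vector driving the NGFI-A reporter; 0% = median of COUP-TF2 test wells and 100% = reporter-only cells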
TWEAK Fn14 block – inhibitors of TWEAK-Fn14 signaling, primary screen, luciferase reporter cells, uHTS. TWEAK-stimulated Fn14 reporter cells, luciferase luminescence, 8 h. inhibition, % at 10 µM. 2% of 360,000 active; in the data active = inhibition above about 50%
EBV LMP1 NFkB – EBV LMP1-driven NF-kappaB luciferase reporter inhibitors, primary screen, cell-based, luminescence, single point; inhibition, % at 12.5 µM; 0.69% of 350,000 active; LMP1-induced NF-kappaB luciferase reporter cells; in the data active = inhibition above about 41%;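 also: 0% = neutral control wells and 100% = reference inhibitor control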
SRC3 inh – SRC3 coactivator transcriptional activity inhibitors, primary screen, cell-based, luminescence. HEK293 GAL4-SRC3 luciferase reporter. inhibition, % at 3.6 µM. 0.17% of 360,000 active;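 active = inhibition above a per-campaign cutoff, the mean of all compounds plus 3 SD, cut at about 60% in these data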;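 also: 0% = DMSO-treated cells and 100% = gossypol-treated cells at 36 µM; higher means less SRC3-driven luciferase light from the GAL4 reporter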
SRC2 inh – inhibition of GAL4-SRC2 driven luciferase reporter, primary screen, SRC2 inhibitor project, cell-based, luminescence; Nuclear receptor coactivator 2 (Homo sapiens), Q15596; HEK293 GAL4-SRC2 luciferase reporter; inhibition, % at 9 µM; 0.17% of 370,000 active; AID 651957, 2012;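 active = inhibition above the mean inhibition of all tested compounds plus 3 SD, set per campaign, cut at about 52% in these data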;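 also: 0% = DMSO treated cells and 100% = cells given Gossypol at 36 µM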
Target sequence (Q15596 whole entry, looked up, the tested form may be a part): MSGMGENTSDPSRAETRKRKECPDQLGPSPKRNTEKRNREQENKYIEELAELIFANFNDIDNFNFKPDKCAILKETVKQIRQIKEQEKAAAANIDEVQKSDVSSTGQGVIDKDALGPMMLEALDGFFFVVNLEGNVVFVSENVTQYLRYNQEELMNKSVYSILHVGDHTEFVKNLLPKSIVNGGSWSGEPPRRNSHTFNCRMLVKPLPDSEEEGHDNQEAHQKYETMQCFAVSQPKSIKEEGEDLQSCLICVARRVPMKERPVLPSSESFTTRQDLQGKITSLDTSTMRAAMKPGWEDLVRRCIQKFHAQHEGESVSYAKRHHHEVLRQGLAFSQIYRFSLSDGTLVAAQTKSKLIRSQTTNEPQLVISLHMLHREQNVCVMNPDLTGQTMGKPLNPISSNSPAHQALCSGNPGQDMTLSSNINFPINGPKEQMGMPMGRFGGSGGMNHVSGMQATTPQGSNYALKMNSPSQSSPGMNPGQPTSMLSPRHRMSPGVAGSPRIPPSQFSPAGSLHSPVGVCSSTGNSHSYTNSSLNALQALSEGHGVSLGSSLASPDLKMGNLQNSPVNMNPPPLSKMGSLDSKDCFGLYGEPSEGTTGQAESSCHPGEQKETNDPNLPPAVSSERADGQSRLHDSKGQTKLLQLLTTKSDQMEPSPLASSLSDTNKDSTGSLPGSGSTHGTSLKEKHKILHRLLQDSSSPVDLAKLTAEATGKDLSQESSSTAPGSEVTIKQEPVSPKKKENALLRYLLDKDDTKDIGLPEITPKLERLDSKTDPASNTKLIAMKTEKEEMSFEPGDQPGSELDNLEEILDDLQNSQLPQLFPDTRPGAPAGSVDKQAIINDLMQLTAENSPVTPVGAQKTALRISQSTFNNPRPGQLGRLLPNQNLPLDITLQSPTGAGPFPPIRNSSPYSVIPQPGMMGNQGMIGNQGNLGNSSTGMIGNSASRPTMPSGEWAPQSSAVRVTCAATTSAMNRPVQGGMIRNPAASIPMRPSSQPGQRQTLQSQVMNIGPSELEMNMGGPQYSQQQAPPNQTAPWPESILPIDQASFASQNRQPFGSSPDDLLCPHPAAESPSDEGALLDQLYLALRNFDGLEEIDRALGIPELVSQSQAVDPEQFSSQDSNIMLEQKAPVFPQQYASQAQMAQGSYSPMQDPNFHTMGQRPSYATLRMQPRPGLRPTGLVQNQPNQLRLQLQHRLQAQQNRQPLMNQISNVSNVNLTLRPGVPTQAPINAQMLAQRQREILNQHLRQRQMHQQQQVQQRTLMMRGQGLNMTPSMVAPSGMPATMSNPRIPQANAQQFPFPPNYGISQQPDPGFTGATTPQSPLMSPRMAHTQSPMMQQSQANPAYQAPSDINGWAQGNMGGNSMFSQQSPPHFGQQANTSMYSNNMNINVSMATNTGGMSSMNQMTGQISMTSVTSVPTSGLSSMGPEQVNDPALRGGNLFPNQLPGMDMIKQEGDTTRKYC
CF NFkB block – inhibitors of PAF-induced NF-kB signaling, primary screen, cell-based, GFP fluorescence, uHTS | KKLEB NF-kB-GFP reporter, GFP fluorescence overnight | 0.86% of 360,000 active | inhibition, % at 5 µM;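 active = at least 50% inhibition at 5 µM, scaled per plate between neutral and stimulator controls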;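 also: PAF is a Pseudomonas aeruginosa culture filtrate used as stimulus; plate controls were PAF-stimulated DMSO wells for no effect and unstimulated DMSO wells for full effect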
NR5A2 inv ag – LRH-1 (NR5A2) inverse agonists, primary screen, cell-based, luminescence, HEK293T, StAR-luciferase reporter | Nuclear receptor subfamily 5 group A member 2 (Homo sapiens), O00482 | LRH-1 transfected, 24 h | inhibition, % at 3.6 µM | 0.13% of 360,000 active;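 active = inhibition above the mean inhibition of all tested compounds plus 3 SD, cut at about 73% in these data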;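 also: 0% = DMSO wells and 100% = reporter-only cells lacking LRH-1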
KKLEB cytotox – cytotoxicity in KKLEB CF airway cells, primary screen, cytotoxicity control for CF NF-kB inhibitor project, cell-based, uHTS, fluorescence assay plates; 0.36% of 360,000 active; activity change (cytotoxicity), % at 5 µM; KKLEB CF airway cells viability, ATPlite luminescence, overnight; hits give low values; cells stimulated with P. aeruginosa culture filtrate;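 active = corrected activity change at or below -50% at 5 µM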
NCOA1 inh – SRC1 coactivator transcriptional activity inhibitors, primary screen, cell-based, luminescence; Nuclear receptor coactivator 1 (Homo sapiens), Q15788; HEK293 GAL4-SRC1 luciferase reporter; inhibition, % at 3.6 µM; 0.12% of 360,000 active; AID 588354, 2011;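 active = inhibition above the campaign mean plus 3 SD, with each screening campaign given its own cutoff, cut at about 60% in these data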;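 also: 0% = DMSO treated cells and 100% = gossypol at 36 µM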
Starred values were filed as active, the others as inactive; . = not tested or not shown.

SMILES	TROY NFkB inh	C8 TRAIL sens	NR2F2 inh	TWEAK Fn14 block	EBV LMP1 NFkB	SRC3 inh	SRC2 inh	CF NFkB block	NR5A2 inv ag	KKLEB cytotox	NCOA1 inh
CCCNC(=S)N(Cc1ccccc1)Cc1nc2ccccc2c(=O)[nH]1	5	-5	15	-3	-8	23	5	0	14	0	8
O=C(NNC(=S)Nc1ccccc1)C1CC1	-6	-16	5	-2	-4	8	-38	11	1	-3	-8
Cc1ccccc1CN1[C@@H](C(C)C)COCCS1(=O)=O	8	6	-1	5	-2	-7	-24	4	1	-1	-2
CC(C)Sc1nc2c(c(=O)[nH]c(=O)n2C)n1Cc1ccc(Cl)cc1	-9	-9	2	3	7	3	-9	24	-3	-21	-140
CCCCNC(=O)c1c(N)[nH]c(C(=O)c2ccccc2)c1-c1ccccn1	-4	-7	-10	10	.	.	16	.	10	.	.
CCN(CC)CCN(C(=O)CCS(=O)(=O)c1ccccc1)c1nc2cc(OC)c(OC)cc2s1	-10	11	0	8	0	3	7	22	-30	12	-1
CSc1cc(-c2ccccc2)n(Cc2c(Cl)cccc2Cl)c(=O)c1C#N	17	17	-4	35	9	-8	-47	24	8	-33	-9
COc1ccccc1N1CCN(C2=Nc3cccc4cccc2c34)CC1	-22	67*	-24	-20	-14	-101	-43	-23	-151	-39	-62
COc1cccc(C(O)c2nccn2Cc2ccccc2)c1OC (stereo unspecified)	-1	-16	-23	3	1	0	3	-6	7	0	15
N=C1/C(=C/c2cccn2Cc2ccc(F)cc2)C(=O)N=C2SC=CN12	-5	-1	29	35	-9	-3	-3	-7	7	-16	-6
FC(F)(F)C(F)(F)c1nc2nc(Cl)c(Cl)nc2[nH]1	-20	-2	-4	17	24	-8	-19	3	6	2	2
COc1cccc(-c2n[nH]nc2C2=CC(=O)C[C@H](c3ccc(F)cc3)C2)c1	16	-6	4	-20	3	-2	-10	17	-16	-7	-6
CCCCCc1cc(O)c2c(C)cc(=O)oc2c1	38	14	41*	30	-2	18	7	74*	3	-8	-2
OCC[C@@H]1C[C@@H](O)[C@H](O)[C@]2(CCc3ccccc3CO2)O1	14	14	0	3	8	-7	-4	-20	-3	11	3
CC(C)c1ccc(/C=N/n2c(-c3ccccc3)n[nH]c2=S)cc1	-3	2	-6	-45	2	-6	-4	-8	9	22	18
CCCCCCCCN1C(=O)[C@H](CC(=O)NCCCOC)C[C@@]2(C(=O)OC)CCCCC=C12	10	-11	13	4	.	.	-27	.	-3	.	.
C[C@@H]1CN([C@H](C)CO)S(=O)(=O)c2ccc(Br)cc2O[C@@H]1CN(C)C(=O)Nc1ccc(C(F)(F)F)cc1	20	10	21	20	-6	13	12	10	18	-17	2
COc1ccccc1NC(=O)c1ccc(S(=O)(=O)NCc2ccco2)cc1	2	15	-4	7	7	-1	-41	9	6	-2	14
COc1ccccc1OCCNS(=O)(=O)c1ccc2oc3ccccc3c2c1	38	8	1	16	-3	5	-3	8	2	1	-3
O=C1C=CC2=C3c4cc(O)c(O)cc4CC3(O)COC2=C1O (stereo unspecified)	0	-7	17	86*	9	17	1	19	-8	-6	2
O=S(=O)(NCC1CC1)c1cccc(S(=O)(=O)N2CCCC2)c1	6	-7	-8	0	0	9	8	1	3	-5	15
CC(C)C(NC(=O)C1CCCCC1)C(=O)Nc1ccc2c(c1)OCCO2 (stereo unspecified)	33	-2	-11	63*	3	-26	-24	0	-78	4	-37
O=C(C[C@H]1C(=O)N(Cc2ccccc2)C[C@@H]1Cc1ccccc1)Nc1ccc(Br)cc1	7	-3	10	14	-1	6	10	8	4	6	-8
Cc1ccc(OCCn2nc3ccccc3n2)c(C)c1	-37	-11	-7	-5	-7	-11	-5	-1	-18	-22	-26
COc1ccc(CCNC(=O)CCS(=O)(=O)c2ccc3nc(C)sc3c2)cc1OC	-7	-2	-1	12	0	6	-32	-2	-18	-13	-22
CCOC(=O)c1cccc(NC(=O)CCn2nc(C)c(S(=O)(=O)N3CCCCC3)c2C)c1	2	-6	4	0	-5	-20	-6	-7	-3	6	-7
CCN(CC)S(=O)(=O)c1cccc(-c2nnc(SCC(N)=O)n2N)c1	5	6	-17	1	3	-3	22	-10	1	11	3
CC(C)(C)NS(=O)(=O)c1ccc(NC(=O)NC2CCCCC2)cc1	-8	-6	6	-19	-4	3	-23	12	13	-1	-3
CCc1nnc(NC(=O)CN2CC(C)OC(C)C2)s1 (stereo unspecified)	4	-4	-8	10	4	-2	-13	0	12	-2	8
CCCCn1c(SCc2nc(N)nc(Nc3ccccc3C)n2)nc2ccccc2c1=O	-13	32	1	15	11	-1	-5	8	6	-16	5
O=C(CN1CCN(C(=O)C2COc3ccccc3O2)CC1)Nc1ccc(F)cc1 (stereo unspecified)	-17	2	5	21	.	-25	-13	-10	14	0	1
CCOC(=O)c1ccc(NS(=O)(=O)c2cccc3nsnc23)cc1	13	7	5	3	7	-9	27	-17	1	10	-3
CCN(c1ccccc1)S(=O)(=O)c1ccc(C(=O)NCC(c2cccs2)N(C)C)cc1 (stereo unspecified)	8	-8	17	4	-3	2	16	-7	10	9	-24
Cc1nnc(NC(=O)CSc2nnc(CNC(=O)c3ccccc3F)n2C(C)C)s1	-16	-14	12	11	5	3	-6	-19	2	14	-1
O=C(O)COc1ccc2c(c1)OCCO2	18	-13	-7	2	2	18	-4	0	-7	-6	6
CC(O)(c1cccnc1)c1nc(-c2ccc(F)c(Cl)c2)cs1 (stereo unspecified)	2	-2	8	9	.	-8	-9	-27	28	0	-26
O=Cc1cccn1-c1ccccc1	0	-18	11	23	2	17	-9	4	2	1	2
CCOc1ccc(S(=O)(=O)N2CCCCC2)cc1NC(=O)CN1C(=O)NC(C)(C2CC2)C1=O (stereo unspecified)	1	-2	11	18	3	-2	16	-3	-19	6	-39
Cc1cccc(C)c1OCC(O)Cn1nnc2ccccc21 (stereo unspecified)	9	3	-31	-12	1	-11	-18	15	-8	-3	-4
CC[C@H](C)[C@@H](C(=O)NCCCCCCCCCCC(=O)N1CCN(C(=O)OC(C)(C)C)CC1)n1cc(CCCCCNC(=O)OC(C)(C)C)nn1	45	40	13	96*	19	21	24	10	9	-1	9
CCCc1nc2cc3c(cc2[nH]1)n(C)c(=O)n3C	17	7	-12	-12	2	-3	-6	7	5	0	1
CC(NC(=O)Cn1cc(C(F)(F)F)ccc1=O)c1ccc(F)cc1 (stereo unspecified)	-14	2	-22	18	-14	2	4	-4	-13	15	2
Cn1cc(/C=C(\NC(=O)c2ccccc2)C(=O)NCCCN2CCOCC2)c2ccccc21	24	-28	8	6	2	8	-1	16	-1	-4	2
NNC(=O)c1ccc(COc2ccc3ccccc3c2)o1	-61	29	-23	-8	0	-52	-29	0	-23	-2	-18
CN1CCN(C(=O)c2cc(-c3ccccc3)on2)CC1	-49	-1	-33	-33	-15	-18	-10	-10	-57	1	-55
COc1ccc(CNC(=O)C(C)N(Cc2ccccc2OC)C(=O)c2snc(C(N)=O)c2N)cc1 (stereo unspecified)	2	3	-4	6	2	-14	21	8	4	-7	11
CNc1nc(OCCNC(=O)Nc2ccccc2)nc(N2CCOCC2)n1	-34	0	0	-5	7	-2	-3	18	-3	-20	-43
Cn1c(C(=O)NCCN2CCOCC2)cc2c(=O)n3ccccc3nc21	6	-5	5	-8	0	-2	4	1	-11	-5	-6
Cn1ncc2c(Nc3ccc(O)cc3)nc(Cl)nc21	-17	-21	-25	-19	7	-5	-49	-5	-11	0	9
COc1ccc(OCC(=O)N/N=C(\C)c2cc3ccccc3o2)cc1	-23	64*	-1	-40	-10	-21	-7	-14	1	-18	-29
CCc1ccccc1-n1c(SCC(=O)c2c(N)n(C3CC3)c(=O)[nH]c2=O)nnc1N1CCOCC1	1	-4	18	-5	-3	-8	-6	-18	9	19	-12
CCOC(=O)C1=C(N)Oc2cc(O)ccc2C1c1cccc([N+](=O)[O-])c1 (stereo unspecified)	31	-4	-17	36	-8	-5	-11	14	1	-7	-2
CCN(CC)CCSc1nnc2c3cc(C)ccc3n(Cc3ccccc3)c2n1	5	24	11	-8	.	16	-20	-31	15	-6	-3
CCn1c(COc2ccccc2)nnc1SCC(=O)NCc1ccco1	1	11	-20	5	4	1	14	0	-6	12	11
CC(=O)N(C)c1ccc(NC(=O)C(F)(F)F)cc1	-5	26	16	-3	-13	-17	-19	5	2	-8	-6
CCOC(=O)c1nn(-c2ccc3c(c2)OCCO3)cc1O	-22	54*	-7	42	13	-47	-31	8	-151	2	-81
CCOC(=O)c1cn(CC)c2cc(F)c(F)cc2c1=O	0	19	8	1	-3	10	-3	16	9	-5	-45
O=C(Nc1ccc(OC(F)(F)F)cc1)NC1CCC(Oc2ccc(C(=O)O)cc2)CC1 (stereo unspecified)	-38	4	5	-8	-7	10	-5	-10	-11	20	3
COc1ccc(OC)c(NC(=O)CSc2nnc(NC(=O)c3ccco3)s2)c1	1	7	0	3	0	13	-22	0	-11	-2	-1
COc1cc(C(=O)N(Cc2ccccc2)c2cccc(C)c2)ccc1OCC(=O)N1CCOCC1	14	-11	11	12	1	-8	0	-12	-13	-1	9
CCOC(=O)c1c(C)n(C)c2c(C)cc(O)c(OC(=O)CC)c12	-25	0	4	-15	2	-18	-28	4	-1	-4	-19
CCCCn1c(=N)c(S(=O)(=O)c2ccc(Br)cc2)cc2c(=O)n3cccc(C)c3nc21	-12	14	3	-20	-7	-8	13	8	2	-20	5
Cc1ccc(N2CC(C(=O)OCC(=O)c3ccc(F)cc3)CC2=O)cc1 (stereo unspecified)	4	-4	-11	6	-1	-19	-3	6	12	5	-9

Results in CF NFkB block, KKLEB cytotox and C8 TRAIL sens, for some of the entries so far:
SMILES | CF NFkB block | KKLEB cytotox | C8 TRAIL sens
CCc1ccccc1-n1c(SCC(=O)c2c(N)n(C3CC3)c(=O)[nH]c2=O)nnc1N1CCOCC1 | -18 | 19 | -4
CCOC(=O)C1=C(N)Oc2cc(O)ccc2C1c1cccc([N+](=O)[O-])c1 (stereo unspecified) | 14 | -7 | -4
CCN(CC)CCSc1nnc2c3cc(C)ccc3n(Cc3ccccc3)c2n1 | -31 | -6 | 24
CCn1c(COc2ccccc2)nnc1SCC(=O)NCc1ccco1 | 0 | 12 | 11

Bioassay records as filed in PubChem.

Compounds were not picked by outcome; overall some 4.2% were active at least once.
